# Screening results deposited in PubChem by several laboratories.
# UTI89 phage lysis: inhibition of K1F phage lysis, E. coli UTI89, bacterial capsule biogenesis inhibitors, alamar blue (AID 488966); hit rate 0.02% among 340,000; E. coli UTI89 K1F phage lysis, alamar blue, 2 h; higher % means a stronger effect; one-dose inhibition, % at 100 µM; IC50 in µM for titrated hits;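 active means phage lysis inhibition, versus mean bacterial control, above a set limit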;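 further: capsule biogenesis inhibitors block K1F phage lysis so surviving cells raise fluorescence; higher fluorescence means more inhibition of phage lysis; actives were called in the ten point dose series up to 300 µM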
# NTR1 agonist: NTR1-driven beta-arrestin-GFP spot formation – imaging, U2OS cells, high content, primary screen (AID 493036); P30989; activation, % at 20 µM; agonist mode; hit rate 0.17% among 330,000;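 active means activation at or above 40% of the spot to cytoplasm intensity ratio, with at least 20 cells analyzed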;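 further: 0% = DMSO without peptide and 100% = 100 nM NTR1 peptide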
# Target sequence (P30989 whole entry, looked up): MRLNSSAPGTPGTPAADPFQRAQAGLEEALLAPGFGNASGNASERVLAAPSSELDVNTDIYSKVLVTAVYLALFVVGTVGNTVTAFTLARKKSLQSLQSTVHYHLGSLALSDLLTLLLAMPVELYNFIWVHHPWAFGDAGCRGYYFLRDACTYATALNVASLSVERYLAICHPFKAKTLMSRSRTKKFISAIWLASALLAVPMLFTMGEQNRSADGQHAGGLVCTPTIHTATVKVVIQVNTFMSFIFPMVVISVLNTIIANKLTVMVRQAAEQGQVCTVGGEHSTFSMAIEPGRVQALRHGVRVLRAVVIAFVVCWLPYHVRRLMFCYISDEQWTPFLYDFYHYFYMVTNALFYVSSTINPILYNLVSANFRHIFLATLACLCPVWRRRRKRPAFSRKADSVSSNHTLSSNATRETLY
# Dengue-2 NS5 capping: flavivirus cap methylation enzyme inhibition – biochemical, confirmation dose response, primary screen (AID 588689); Dengue-2 NS5 methyltransferase capping enzyme assay, biochemical; higher % means a stronger effect; hit rate 0.3% among 340,000; inhibition, % at 25 µM; hits with a dose series show IC50 in µM; in the data active means a potency from the dose series
# NTR1 agonist cell count 20 µM: also measured in NTR1 agonist; calls as there; cell count; measured here: cell count, cytotoxicity flag
# Dengue-2 NS5 capping pilot replicate: also measured in Dengue-2 NS5 capping; calls as there; inhibition, %; measured here: pilot screen replicate inhibition
# * hit, by the source's call; [ ] = remark or other dose.
SMILES,UTI89 phage lysis,NTR1 agonist,NTR1 agonist cell count 20 µM,Dengue-2 NS5 capping,others
C[C@H](CO)N1C[C@H](C)[C@@H](CN(C)CC2CC2)Oc2c(NC(=O)Cc3ccccc3)cccc2C1=O,-0.5%,-1.9,46,-2%,
C[C@H]1O[C@@H](n2cc(F)c(=O)[nH]c2=O)[C@H](O)[C@@H]1O,-4.2%,0.9,52,-9%,
O=C(NCCS(=O)(=O)NCc1ccccn1)c1ccccc1,-1.0%,-0.3,59,-4%,
CCOC(=O)c1c(C)[nH]c(C(=O)OCC(=O)Nc2cccnc2Cl)c1C,1.5%[50 µM],0.0,49,10%,
O=C(NCC(c1ccco1)N1CCCC1)c1ccccc1Sc1ccc(C(F)(F)F)cc1[N+](=O)[O-] (configuration not stated),0.8%[50 µM],1.9,72,-5%,
N#CCCN(C(=O)COC(=O)c1ccc2c(c1)OCO2)c1ccccc1,-0.1%[50 µM],0.6,56,-6%,
CC1CCCC(NC(=O)CNC(=O)c2cccs2)C1C (configuration not stated),0.2%[50 µM],0.5,60,-1%,
O=C(c1ccc(-c2cc(O)c3ncccc3c2)cc1)N1CCNCC1,-0.6%,1.9,72,11%,
Cc1ccc(C)c(OCCC(=O)OCC(=O)N2c3ccccc3NC(=O)C2(C)C)c1,-0.1%,-1.8,50,0%,
CC1CCCC(NC(=O)CSc2ncccn2)C1C (configuration not stated),0.0%[50 µM],-1.0,59,-8%,
O=C(/C=C/c1ccco1)OCC(=O)N1CCCCC1,0.0%,-1.0,64,-10%,
COc1ccc2c(c1)C(=O)N1[C@H]3c4cc(Cl)ccc4OC[C@@H]3[C@H](c3ccccc3)[C@]1(C)C(=O)N2,1.0%,0.3,78,-3%,
CC(C)=CC(=O)Nc1cccc(S(=O)(=O)NC2=NCCCCC2)c1,1.1%[50 µM],0.7,63,-8%,
CC(=O)c1c(C)[nH]c(C(=O)OCc2cc(=O)n3cc(Br)ccc3n2)c1C,0.4%[50 µM],0.2,52,-6%,
Cc1nnc(SCC(=O)NNC(=O)COc2ccc(Br)cc2)n1C,0.8%[50 µM],0.7,60,-8%,
OCc1c[nH]c2ccccc12,0.8%,2.8,59,-6%,
CC(OC(=O)c1cnccn1)C(=O)Nc1nc(-c2cccc([N+](=O)[O-])c2)cs1 (configuration not stated),0.6%[50 µM],1.2,50,-1%,
O=C1C(Cc2ccccc2)Nc2ncnc(N3CCOCC3)c2N1Cc1ccccc1 (configuration not stated),0.7%,0.3,59,-3%,
CCN(CC)S(=O)(=O)c1ccc(N2CCOCC2)c(NC(=O)c2ccc(=O)n(C)n2)c1,-0.2%[50 µM],3.0,61,-4%,
COc1cc(NC(=O)CCN2C(=O)NC3(CCCC3)C2=O)c(OC)cc1Cl,0.6%[50 µM],2.8,54,-8%,
Cc1ccc(OCC(=O)NNC(=O)Cn2c(=O)cnc3ccccc32)cc1,0.9%[50 µM],-0.9,82,-3%,
Cc1ccnc(NC(=O)C2CCN(S(=O)(=O)c3ccc4ccccc4c3)CC2)c1,0.4%[50 µM],1.7,58,-8%,
O=C(COC(=O)c1cc([N+](=O)[O-])ccc1N1CCOCC1)NC1CCS(=O)(=O)C1 (configuration not stated),1.4%[50 µM],-0.2,68,-7%,
COc1ccc2c(c1)C(=O)N1[C@H]3c4cc(C)ccc4OC[C@@H]3[C@H](c3ccccc3)[C@]1(C)C(=O)N2,0.1%,-3.8,95,-3%,
N#Cc1ccccc1OCC(=O)OCC(=O)c1ccc[nH]1,1.0%[50 µM],-1.6,64,-7%,
COc1ccccc1CN1CCN(S(=O)(=O)c2ccc(C)cc2)CC1,-1.0%,1.0,56,-4%,
COc1ccc(OC)c(-c2nnc3n2N=C(c2ccc(OC)c(OC4CCOC4)c2)CS3)c1 (configuration not stated),-0.3%,-1.3,46,-8%,
CCCn1nc(C(=O)N(C)CC(=O)Nc2ccc(OCC)c(OCC)c2)c2ccccc2c1=O,0.7%[50 µM],0.1,51,-3%,
CCN(CC)C(=O)CN1C(=O)C2(OCC(C)(C)CO2)c2ccccc21,0.7%[50 µM],2.5,54,1%,
O=C(OCc1nc(-c2ccccc2Cl)no1)c1ccco1,0.9%[50 µM],0.3,85,-14%,
COc1cc(-c2cc(C(=O)Nc3cc(S(=O)(=O)N4CCOCC4)ccc3O)c3ccccc3n2)cc(OC)c1OC,0.5%[50 µM],-1.2,70,7%,
Cc1cc(C)cc(OCC(=O)OCC(=O)Nc2cc(S(=O)(=O)N3CCOCC3)ccc2C)c1,0.8%[50 µM],-1.2,52,-4%,
Cc1noc(C)c1COc1cccc(C(=O)Nc2ccc(Br)cc2F)c1,-0.3%[50 µM],0.6,68,-5%,
O=C(CNC(=O)c1ccc(Cl)cc1)OCn1nnc2ccccc2c1=O,0.6%[50 µM],-0.8,62,-6%,
COc1ccc(NC(=O)C2CCCN(C(=O)c3ccc(Cl)cc3)C2)cc1S(=O)(=O)N(C)C (configuration not stated),0.5%[50 µM],4.2,59,-6%,
N#Cc1c(SCC(=O)Nc2nc3ccccc3s2)sc2c(O)cc(=O)[nH]c12,-0.1%[50 µM],-0.4,48,-2%,
COc1ccc(CN(C)CC(=O)NC(=O)NC2CCCCC2)cc1,-0.5%,-0.1,45,0%,
O=C(OCC(=O)N1CCC(Cc2ccccc2)CC1)c1cc(Br)ccc1O,0.3%[50 µM],11,50,4%,
Cc1c(C(=O)N(Cc2ccco2)Cc2cccs2)oc2ccccc12,-0.3%[50 µM],1.9,58,0%,
COc1cc2sc3ccc(-c4ccc5[nH]ccc5c4)cc3c(=O)c2cc1OC,-1.2%,-1.4,84,-4%,

# Filtered by structure, the compounds so far with a cyano group (three)
SMILES,UTI89 phage lysis,NTR1 agonist,NTR1 agonist cell count 20 µM,Dengue-2 NS5 capping,others
N#CCCN(C(=O)COC(=O)c1ccc2c(c1)OCO2)c1ccccc1,-0.1%[50 µM],0.6,56,-6%,
N#Cc1ccccc1OCC(=O)OCC(=O)c1ccc[nH]1,1.0%[50 µM],-1.6,64,-7%,
N#Cc1c(SCC(=O)Nc2nc3ccccc3s2)sc2c(O)cc(=O)[nH]c12,-0.1%[50 µM],-0.4,48,-2%,

# The list goes on:
SMILES,UTI89 phage lysis,NTR1 agonist,NTR1 agonist cell count 20 µM,Dengue-2 NS5 capping,others
COc1ccccc1NS(=O)(=O)c1cc(N=N/C(C(=O)Nc2ccc(Cl)cc2)=C(/C)O)ccc1C,0.3%[50 µM],-2.1,49,7%,
CCOc1cc(C(=O)N(CC)CC(=O)Nc2c(F)cccc2F)ccc1OCC(=O)N1CCCCC1,0.8%[50 µM],0.9,54,4%,
CC(C)(C)c1ccc(NC(=O)COC(=O)C2CCCC2)cc1,4.3%,0.5,57,-1%,
Cc1noc(C)c1COc1ccc(C(=O)Nc2nnc(CC(C)C)s2)cc1,0.6%[50 µM],1.8,49,2%,
CSc1ccc(S(=O)(=O)NCC(=O)OCC(=O)N2CCCCC2C)cc1[N+](=O)[O-] (configuration not stated),0.6%[50 µM],1.9,56,1%,
CCOc1ccc(CCNC(=O)COC(=O)/C=C/c2ccccc2)cc1OCC,0.7%[50 µM],2.7,47,-4%,
CN1/C(=C\C(=O)COC(=O)c2nccnc2N)C(C)(C)c2ccccc21,1.1%[50 µM],1.9,62,-18%,
CCC(CO)Oc1cc(NCc2ccc(Cl)cc2Cl)c2ncn(C(C)C)c2c1 (configuration not stated),-0.3%,4.7,45,3%,
COC(=O)c1ccc(C)c(NC(=O)Cn2c(C)csc2=O)c1,0.6%[50 µM],-0.8,65,-7%,
COc1ccc(CCNC(=O)c2cc3cc(F)ccc3nc2C)cc1OC,0.6%,1.0,48,8%,
CC(C)OCCCNC(=O)c1cccc2c1C(=O)c1ccc(Cl)cc1S2(=O)=O,0.6%,7.5,63,1%,
CC(C)(C)OC(=O)C[C@@H]1C/C=C\C[C@H](CC(=O)NCCO)C(=O)N[C@@H](c2ccccc2)COC1=O,2.9%,-0.9,60,-9%,
CN(C)CCOC1c2ccccc2CSc2ccccc21 (configuration not stated),0.9%,-0.1,48,0%,
Cn1c(=O)c2nc(-c3ccccc3)c(-c3ccccc3)nc2n(C)c1=O,-0.8%,5.7,52,-2%,
CC(C)(C(=O)c1ccccc1)/[N+]([O-])=C/c1ccc(F)cc1,0.0%,-0.5,85,0%,
C/C(=N\Nc1cc(-c2ccccc2)nc(-c2ccc(Br)cc2)n1)c1cccc(N)c1,1.1%,2.2,59,-3%,
COc1ccc(-c2sc3cc(OC)c(OC)cc3c2C#CCO)cc1,0.1%,5.3,68,5%,Dengue-2 NS5 capping pilot replicate=4.8
C[C@@H]1C(c2ccccc2)=NN(c2ccc(Br)cc2)[C@H]1C(=O)N1CCOC1=O,0.3%,5.0,63,2%,Dengue-2 NS5 capping pilot replicate=-2.4
O=C(CN1CCN(S(=O)(=O)c2ccccc2)CC1)Nc1ccnn1C1CCCC1,-0.1%[50 µM],-0.1,67,-3%,
Nc1cc(=O)[nH]c(SCC(=O)N2CCC(Cc3ccccc3)CC2)n1,-0.5%[50 µM],2.2,82,-9%,

# Entries listed so far that contain a tert-butyl group (2):
SMILES,UTI89 phage lysis,NTR1 agonist,NTR1 agonist cell count 20 µM,Dengue-2 NS5 capping,others
CC(C)(C)c1ccc(NC(=O)COC(=O)C2CCCC2)cc1,4.3%,0.5,57,-1%,
CC(C)(C)OC(=O)C[C@@H]1C/C=C\C[C@H](CC(=O)NCCO)C(=O)N[C@@H](c2ccccc2)COC1=O,2.9%,-0.9,60,-9%,

# Pulled one by one from above:
SMILES,UTI89 phage lysis,NTR1 agonist,NTR1 agonist cell count 20 µM,Dengue-2 NS5 capping,others
CN1/C(=C\C(=O)COC(=O)c2nccnc2N)C(C)(C)c2ccccc21,1.1%[50 µM],1.9,62,-18%,
COc1ccc2c(c1)C(=O)N1[C@H]3c4cc(C)ccc4OC[C@@H]3[C@H](c3ccccc3)[C@]1(C)C(=O)N2,0.1%,-3.8,95,-3%,
Cc1noc(C)c1COc1cccc(C(=O)Nc2ccc(Br)cc2F)c1,-0.3%[50 µM],0.6,68,-5%,
C/C(=N\Nc1cc(-c2ccccc2)nc(-c2ccc(Br)cc2)n1)c1cccc(N)c1,1.1%,2.2,59,-3%,
N#Cc1ccccc1OCC(=O)OCC(=O)c1ccc[nH]1,1.0%[50 µM],-1.6,64,-7%,

# (further entries)
SMILES,UTI89 phage lysis,NTR1 agonist,NTR1 agonist cell count 20 µM,Dengue-2 NS5 capping,others
O=C(CN1C(=O)NC2(CCCC2)C1=O)N1CCN(S(=O)(=O)c2ccc(Cl)c(C(F)(F)F)c2)CC1,1.3%[50 µM],-0.1,44,6%,
N#CCCN(C(=O)COC(=O)C1=NNC(=O)CC1)c1ccccc1,0.5%[50 µM],-0.2,43,-11%,
c1ccc2cc(C3CCCCC3)ncc2c1,0.2%,-0.3,51,3%,
CCN(C(=O)CSc1nnc(C)n1-c1cccc(C)c1)C1CCS(=O)(=O)C1 (configuration not stated),-0.2%,0.9,48,-8%,
Cc1nc(NC(=O)CSc2nnc(C3CC3)n2N)c(Cl)cc1Cl,-0.1%[50 µM],0.9,64,3%,
O=C(NCC1CCCN1S(=O)(=O)c1cccs1)c1ccccc1 (configuration not stated),1.2%[50 µM],0.9,66,-7%,
CN1CCN(S(=O)(=O)c2cccc(C(=O)Nc3cc(Cl)ccc3N3CCOCC3)c2)CC1,1.6%[50 µM],0.9,60,-9%,
Cc1cc(C)n(CCCNC(=O)c2ccco2)n1,0.5%[50 µM],-1.1,47,-1%,
Cc1cccc(N2CN(S(=O)(=O)c3cccc([N+](=O)[O-])c3)c3nc4ccccc4nc32)c1,-0.3%,-1.4,50,-1%,
CCCCn1c(N)c(N(CCC(C)C)C(=O)C2CCCN(C(=O)c3ccc(Cl)cc3)C2)c(=O)[nH]c1=O (configuration not stated),0.2%[50 µM],1.2,76,-8%,
COc1ccc(CCN2CC(C(=O)NCC(c3ccccc3)N(C)C)CC2=O)cc1OC (configuration not stated),-2.0%,1.2,47,-13%,
Cc1cccc(C)c1NC(=O)CN(C)C(=O)c1ccc(NS(=O)(=O)c2ccc3[nH]c(=O)[nH]c3c2)cc1,0.1%[50 µM],1.0,61,2%,
CCC1CCCCN1C(=O)COC(=O)CN(C)S(=O)(=O)c1ccc(NC(C)=O)cc1 (configuration not stated),0.6%[50 µM],0.9,68,9%,
COc1cc(SC)ccc1C(=O)Nc1cccc(S(=O)(=O)NC2=NCCC2)c1,0.7%[50 µM],2.0,96,-2%,
CCC(O)C(C)(C)C (configuration not stated),-0.1%,2.0,51,-2%,
COc1ccc(C)cc1N1CC(C(=O)Nc2ccccc2C(=O)NC2CC2)CC1=O (configuration not stated),0.1%[50 µM],-0.1,50,-2%,
COc1ccc(NC(=O)CSc2nnc3ccc(-c4ccccn4)nn23)c(OC)c1,1.7%[50 µM],2.4,49,5%,
Cc1ccc(C2(C)NC(=O)N(CC(=O)Nc3ccccc3C(=O)NC3CCCC3)C2=O)cc1 (configuration not stated),1.2%[50 µM],3.4,43,-4%,
COc1cc(/C=C/C(=O)OCC(=O)NCCCc2ccccc2)cc(OC)c1OC,-0.1%[50 µM],-0.4,59,3%,
COc1ccccc1NS(=O)(=O)c1ccc(C)c(C(=O)NCc2cccnc2)c1,1.5%[50 µM],-0.4,54,3%,
Cc1ccccc1CN(C)C(=O)COC(=O)CSc1ccc([N+](=O)[O-])cc1,1.0%[50 µM],1.2,58,1%,

# This is a subset, so the mix of outcomes need not match the whole.
